UGM FP inh: blocks M. tuberculosis UGM enzyme; P9WIQ1; purified UGM, fluorescence polarization probe displacement; inhibition, % at 10 µM; 320,000 compounds, 0.06% hits; AID 504406; in the data active = inhibition above about 10%, passing the limit was not always enough
Target sequence (P9WIQ1 whole entry, looked up): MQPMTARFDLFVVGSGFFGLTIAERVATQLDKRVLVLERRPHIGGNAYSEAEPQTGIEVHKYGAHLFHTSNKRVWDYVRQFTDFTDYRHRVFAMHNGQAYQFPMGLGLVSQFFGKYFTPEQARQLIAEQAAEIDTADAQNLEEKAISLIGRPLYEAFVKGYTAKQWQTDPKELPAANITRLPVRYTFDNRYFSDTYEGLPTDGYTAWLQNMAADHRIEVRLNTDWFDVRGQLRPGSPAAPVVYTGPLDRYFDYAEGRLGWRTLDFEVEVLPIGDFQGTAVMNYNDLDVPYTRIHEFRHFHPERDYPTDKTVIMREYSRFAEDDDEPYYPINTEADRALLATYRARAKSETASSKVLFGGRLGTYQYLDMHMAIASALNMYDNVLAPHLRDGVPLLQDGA
MazEF act: MazEF (E. coli) toxin RNase activation | 350,000 compounds, 0.32% hits | AID 504720 | activation, % at 20 µM | FAM/BHQ RNA-DNA oligo cleavage fluorescence, 5 h; in the data active = activation above about 50%
Target sequence (P0AE70 whole entry, looked up): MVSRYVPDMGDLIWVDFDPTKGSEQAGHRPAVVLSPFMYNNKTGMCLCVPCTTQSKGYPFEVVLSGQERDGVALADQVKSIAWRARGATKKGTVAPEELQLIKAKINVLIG
BoNT-F LC inh: inhibitors of Botulinum neurotoxin F light chain protease; AID 588497; Multiplex microsphere protease cleavage assay, flow cytometry; inhibition, % at 10 µM; 360,000 compounds, 0.22% hits; in the data active = inhibition above about 35%, passing the limit was not always enough; also: plate controls were buffer without enzyme for full effect and enzyme alone for no effect
FBA Mtb inh: inhibits M. tuberculosis FBA enzyme | P9WQA3 | purified M. tuberculosis FBA, fluorescence read-out | inhibition, % at 1 µM | 360,000 compounds, 2.3% hits | AID 588726; in the data active = inhibition above about 27%;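 also: 0% = vehicle and 100% = reference inhibitor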
Target sequence (P9WQA3 whole entry, looked up): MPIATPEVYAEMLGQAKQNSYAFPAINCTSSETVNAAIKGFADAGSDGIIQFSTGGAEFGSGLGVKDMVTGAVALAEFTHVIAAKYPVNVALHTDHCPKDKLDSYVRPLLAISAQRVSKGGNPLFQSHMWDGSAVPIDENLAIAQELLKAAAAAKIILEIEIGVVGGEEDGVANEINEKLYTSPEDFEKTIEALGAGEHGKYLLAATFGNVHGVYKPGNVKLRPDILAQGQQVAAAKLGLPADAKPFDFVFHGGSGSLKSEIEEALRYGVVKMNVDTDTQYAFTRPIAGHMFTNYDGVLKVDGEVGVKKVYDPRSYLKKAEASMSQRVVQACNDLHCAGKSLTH
FadD28 FP inh: inhibitors of Mycobacterium tuberculosis FadD28 bisubstrate binding; inhibition, % at 12.5 µM; 360,000 compounds, 0.22% hits; FadD28 bisubstrate probe binding, fluorescence polarization; in the data active = inhibition above about 8.5%, passing the limit was not always enough
BioA inh: blocks M. tuberculosis BioA enzyme activity. AID 602481. purified M. tuberculosis BioA enzyme, plate reader. 360,000 compounds, 0.096% hits. inhibition, % at 9.99 µM; in the data active = inhibition above about 40%
Rv3671c protease: inhibits the M. tuberculosis serine protease Rv3671c | inhibition, % at 5.96 µM | P9WHR9 | 320,000 compounds, 0.048% hits | AID 2606; in the data active = inhibition above about 38%;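 also: extracellular domain of Rv3671c used as enzyme; 0% = enzyme with DMSO and 100% = no enzyme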
GDH-TPI inh: GDH-TPI coupled enzyme inhibition counter-screen; GDH-TPI coupled enzyme counterscreen, NADH absorbance; inhibition, % at 4.8 µM; 360,000 compounds, 1.2% hits; AID 588335; in the data active = inhibition above about 30%;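 also: 0% = DMSO wells and 100% = wells lacking the enzyme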
PrPC TRFRET: inhibitors of human cell surface prion protein PrPC. P04156. TR-FRET read-out. inhibition, % at 13.8 µM. 370,000 compounds, 0.43% hits. AID 720596; in the data active = inhibition above about 24%; also: 0% = median of the test wells and 100% = reference compound wells
Numbers without * were called inactive; . = not tested or not shown.

Results follow in this order: UGM FP inh	MazEF act	BoNT-F LC inh	FBA Mtb inh	FadD28 FP inh	BioA inh	Rv3671c protease	GDH-TPI inh	PrPC TRFRET
CCn1cc(C(=O)Nc2ccc(C)c([N+](=O)[O-])c2)cn1
 : 0.1	6	-6	2	0.1	17	-6	6	-11
CCN(CC)S(=O)(=O)c1cccc(-c2n[nH]c(=S)n2/N=C/c2ccc(Br)cc2)c1
 : 3.5	-3	-3	5	0.8	.	-8	8	-2
Cc1cc(C)cc(NCC(=O)Nc2c(C)cccc2C)c1
 : 6.8	-3	-3	2	-3.2	-2.3	-1	2	8
C[C@H](CO)N1C[C@H](C)[C@@H](CN(C)S(=O)(=O)c2cccs2)Oc2c(NC(=O)CCC(F)(F)F)cccc2C1=O
 : -3.7	2	-2	6	-1.4	0.9	6	7	2
CC(/C=C/c1ccccc1)=N\NC(=S)NC(C)C
 : 0.0	3	-4	-1	0.6	0.4	2	21	3
CCc1nc(C)cc(N)c1OCc1ccccc1
 : -0.7	8	1	1	0.0	0.4	5	-6	-8
COc1ccc(OC)c(CCNC(=O)CS(=O)(=O)Cc2nc(-c3ccccc3C)oc2C)c1
 : 3.7	-1	-4	1	-1.2	0.0	-2	-5	2
CC(C)(C)NCC(=O)N/N=C/c1ccc(OCc2ccccc2)cc1
 : 0.2	7	-7	-2	-3.4	.	-2	6	-9
S=C(NCCN1CCOCC1)C(=S)NCCN1CCOCC1
 : .	-3	4	0	0.8	1.4	.	8	-17
O=C(NC1CCCCC1)N1CCCC(c2nc(-c3ccc(S(=O)(=O)N4CCCC4)cc3)no2)C1 (stereo not given)
 : -0.7	2	-1	-1	-2.3	.	4	-4	2
Cc1cccc(N2C(=O)CS/C2=N\NC(=O)c2ccc(Cl)cc2)c1C
 : 0.5	4	-10	1	0.2	-2.8	-4	5	-4
O=C(c1oc2ccccc2c1CSCc1ccccc1)N1CCN(c2ncccn2)CC1
 : 0.4	-7	-6	1	0.0	-7.8	-5	13	-1
Cc1noc(C)c1CSc1nc2ccccc2n1C
 : -4.3	-6	5	-1	1.8	0.4	0	3	-4
CC1CN(C(=O)C(c2ccccc2)c2ccccc2)CC(C)O1 (stereo not given)
 : 4.2	4	-8	3	1.6	1.6	-8	-11	-4
Cc1ccc(/C=N/NC(=O)CNC(=O)COc2ccccc2)o1
 : -1.6	2	4	1	-1.3	.	-20	3	3
COc1ccc(NC(=O)c2cc(-c3cc(Cl)ccc3O)n[nH]2)c(OC)c1
 : -0.7	0	30	1	-2.3	-0.4	-1	6	5
CN(Cc1ccccc1)C(=O)CN1CCN(S(=O)(=O)c2ccc(Cl)c(Cl)c2)CC1
 : -0.7	5	-7	-1	-3.3	1.3	4	-10	7
O=C(CCc1ccccc1)Nc1nc2c(F)cc(F)cc2s1
 : -0.7	1	-1	4	-2.9	-0.4	-13	0	12
Cc1ccc(-c2cc(C(F)(F)F)n3nc(C(=O)Nc4ccon4)cc3n2)cc1C
 : -0.2	8	-2	1	-2.1	1.9	-5	0	-1
COc1cc(C2CC(=O)Oc3cc(C)c(Cl)c(C)c32)cc(OC)c1OC (stereo not given)
 : .	6	-10	4	-2.5	1.2	.	8	3
CC/S(=N\S(=O)(=O)c1ccc(C)cc1)c1ccccc1 (stereo not given)
 : -0.3	5	.	0	-0.4	.	6	10	7
COCc1ccc(C(=O)N(C)CC2CCCN(CCc3ccc(Cl)cc3)C2)o1 (stereo not given)
 : -1.7	1	2	0	-4.4	-0.3	4	2	-8
O=C(c1cc(F)c(F)cc1Cl)N1CCOCC1
 : 0.2	5	-26	-2	0.6	-1.8	-2	3	5
Nc1ccc(S(=O)(=O)N2CC3CC(C2)c2cccc(=O)n2C3)cc1 (stereo not given)
 : 1.3	0	-1	2	0.2	-5.6	-11	6	-4
CCO[C@H]1OC(C(=O)N2CCCCCCC2)=C[C@@H](c2coc3ccccc3c2=O)[C@@H]1CCCO
 : 1.1	10	-4	3	-1.7	2.1	-8	-2	-7
CCCC(C)c1nnc(NC(=O)C2CC(=O)N(c3ccc(OCC)cc3)C2)s1 (stereo not given)
 : 2.5	11	-24	-4	-3.3	0.0	9	1	-9
CN(C)S(=O)(=O)c1cccc(NC(=S)N/N=C/c2cc(Br)ccc2O)c1
 : -2.3	-27	-2	5	2.0	1.1	-1	14	-4
CCN(CC(=O)Nc1ccc2c(c1)OCCO2)S(=O)(=O)c1ccc(C)cc1
 : 0.1	4	-4	-3	0.1	-10	6	4	4
CC(C)CC(=O)/C(=C\c1ccc(Cl)cc1Cl)n1cncn1
 : .	-1	0	0	-6.1	2.0	.	8	.
O=C(Nc1ccccc1)/C(=C/c1ccccc1)NC(=O)c1ccco1
 : 1.4	3	-2	9	-0.2	.	6	4	5
O=C(NNC(=O)c1cccc([N+](=O)[O-])c1)c1ccncc1
 : 0.7	5	-4	-3	-1.2	.	4	20	-4
N#C/C(=C(/O)CN1CCOCC1)c1nc(-c2ccccc2)cs1
 : 0.8	2	-1	1	0.6	0.3	-1	20	-3
CCc1noc(C)c1C(=O)OCC(=O)Nc1ccc2c(c1)OCO2
 : 0.9	4	.	-1	-2.6	0.5	3	6	1
CCn1nccc1NC(=O)c1csc([C@@H]2C[C@H](O)[C@@H](CO)O2)n1
 : .	.	1	0	-0.7	-0.5	.	6	1
CC1(c2ccc(Cl)cc2Cl)NC(=O)N(CC(=O)N2CCN(C(=O)c3ccco3)CC2)C1=O (stereo not given)
 : -1.6	-3	5	-1	-3.6	-1.0	1	7	1
COc1ccc(C(=O)N2CCCCC2)cc1S(=O)(=O)Nc1cccc(C(=O)O)c1
 : -0.2	2	-1	1	0.2	-0.8	-7	2	1
CCOC(=O)C1CCCN(C(=O)CCCOc2cc(=O)n(C)c3ccccc23)C1 (stereo not given)
 : -0.9	6	6	0	0.3	1.3	0	3	8
Nc1cc(N)nc(SCC(=O)N2CCCCC2)n1
 : 1.0	6	-3	1	-2.2	-0.6	0	8	-2
Cc1cc(=O)c(C(=O)Nc2cccc(N3CCCC3=O)c2)nn1-c1ccccc1Cl
 : 1.0	7	2	2	-1.6	8.4	-4	-2	-6
CC(CCc1ccccc1)NC(=O)C1CCN(C(=O)c2sccc2-n2cccc2)CC1 (stereo not given)
 : 3.6	11	-1	5	-1.0	-3.3	-4	2	-1
CCOc1cc(C(=O)N2CCCN(C)CC2)cc(OCC)c1OCC
 : -0.6	-7	.	-4	-0.6	-0.5	0	29	3
O=C(Nc1cccnc1)c1ccccc1-c1ccccc1
 : -3.8	-6	1	6	-1.5	7.3	10	2	-4
COc1ccccc1N1CCN(C(=O)Nc2ccc([N+](=O)[O-])cc2)CC1
 : -4.9	-2	-4	-2	-1.4	.	0	25	-10
CC(=O)Nc1cc(-c2ccc(Cl)cc2)nn1-c1ccccc1
 : -1.9	10	-1	-1	3.9	5.2	-1	-4	4
Cc1ccc(-n2c(C)cc(C(=O)CN3CCOCC3)c2C)cc1
 : 2.3	0	0	-2	0.1	-0.1	-3	2	8
Cc1cccc2c1-c1sc(C(=O)Nc3cccnc3)cc1CO2
 : -2.4	-2	2	101*	-6.1	6.7	-32	-1	-13
CCc1ccc2c(CN(C)Cc3ccccc3OC)cc(=O)oc2c1
 : -0.2	6	-14	-2	-2.8	0.5	-5	10	5
Cc1ccc(OCC(=O)O/N=C(\N)Cc2cccs2)cc1C
 : 4.1	-2	-5	-1	0.9	-0.5	-4	10	4
Cn1c(CCN2CCOCC2)nc2cc(NC(=O)COc3ccc(Cl)cc3)ccc21
 : -3.7	-2	4	3	-2.8	0.6	-5	0	-3
COc1cccc(-c2noc(CCCC(=O)NC3CCCC3)n2)c1
 : -0.1	6	0	3	0.0	0.1	-4	9	11
CCOC(=O)C1CCCN(S(=O)(=O)c2ccc3c4c(cccc24)C(=O)N3CC)C1 (stereo not given)
 : 1.0	0	-4	26	-3.4	1.7	-9	5	-14
Cc1c(C(=O)NCCC#N)sc(=O)n1Cc1ccccc1F
 : .	.	-2	-1	-5.1	2.6	.	-9	2
O=C(CN(C(=O)CNS(=O)(=O)c1ccc(F)cc1)c1ccccc1F)NCc1ccco1
 : -0.3	9	35*	2	-0.1	-0.8	2	4	-3
Cc1cc(C(=O)CN2C(=O)C(=O)N(C3CCCC3)C2=O)c(C)n1CCc1ccc(F)cc1
 : .	-11	-8	4	-1.6	-1.8	-9	13	6
O=C(C1CCCN1C(=O)c1cccs1)N1CCN(S(=O)(=O)c2ccc(F)cc2)CC1 (stereo not given)
 : -1.9	4	3	1	-1.5	0.7	1	3	-5
O=C(NCC(c1ccco1)N1CCN(c2ccccc2F)CC1)C(=O)NC1CC1 (stereo not given)
 : 1.8	-7	.	-1	-3.8	-0.6	2	5	-1
CC(C)C(N)c1csc(Nc2ccc(C(=O)c3ccccc3)cc2)n1 (stereo not given)
 : .	.	-10	1	-3.3	4.9	.	23	-7
O=C(NC(C(=O)c1ccccc1)n1cnccc1=O)c1ccccc1 (stereo not given)
 : -0.4	5	-17	0	-0.6	0.5	0	10	1
CCn1c(N)c(C(N)=O)sc1=S
 : -1.6	-3	-5	-1	0.8	1.1	3	12	-9
CSC1=N/C(=C/c2cccnc2)C(=O)N1Cc1ccc(Cl)cc1
 : 0.0	3	-6	14	-4.5	0.4	1	12	-8

Next records
Results follow in this order: UGM FP inh	MazEF act	BoNT-F LC inh	FBA Mtb inh	FadD28 FP inh	BioA inh	Rv3671c protease	GDH-TPI inh	PrPC TRFRET
CCN(c1ccccc1)S(=O)(=O)c1ccc(C(C(=O)OC)C(=O)OC)c([N+](=O)[O-])c1
 : 0.0	1	2	-4	-1.5	2.1	3	-1	-12
Cc1nnc(SCC(=O)NC2CCCCCC2)n1N
 : -1.2	-1	4	1	0.4	-5.5	-7	5	1
CCC(C)NC(=O)C1CCCN(C(=O)NC2CCCCC2)C1 (stereo not given)
 : 2.7	5	-29	-2	-1.2	-0.9	-3	4	11
O=C(NCCS(=O)(=O)NCCCc1ccccc1)c1ccccc1
 : 1.8	1	.	-1	-1.0	-1.1	7	13	-3
O=C1NC(=O)C2(C=C(c3ccccc3)C(O)(c3ccccc3)C2)N1 (stereo not given)
 : .	-3	-4	2	0.4	.	.	4	6
COc1cccc(-c2cc(C(=O)NCCCn3ccnc3)c3ccccc3n2)c1
 : 1.2	3	3	-1	-1.5	.	6	22	-16
COc1ccc(/C=C/C(=O)NC(=S)N2C[C@H]3C[C@H](C2)c2cccc(=O)n2C3)cc1
 : -3.8	13	1	0	0.3	-0.6	-9	10	-10
COc1ccc(C(C)=O)cc1Cn1c(C)c(C(=O)NCCC#N)sc1=O
 : .	.	-16	2	0.5	2.7	.	7	-4
Cc1cc(-c2csc(NC(=O)C3=COCCO3)n2)c(C)n1C
 : 2.0	-1	1	-1	-4.0	-0.1	1	14	1
CC1(OC(=O)c2ccc(Cl)nc2)C(=O)C=C2C=C3CCCN3C=C2C1=O (stereo not given)
 : -0.3	-16	-14	21	1.6	2.1	-9	15	-7
CCCCC(C(=O)NC1CCCC1)N(C(=O)c1snc(C(N)=O)c1N)c1ccc(F)cc1 (stereo not given)
 : 0.5	-2	15	0	-2.6	-0.1	-4	11	-8
O=C(Cn1cnc2ccccc21)NCc1ccccc1
 : -1.3	3	2	2	-0.4	-2.7	6	4	-3
Cc1ccc(NC(=O)c2c([N+](=O)[O-])c(C(C)(C)C)nn2C)cc1
 : 1.1	-4	-2	-2	-2.3	.	5	-9	-4
CCCCN(C)C(=O)c1cc2cc3cc(OC)ccc3nc2o1
 : 0.7	7	2	74*	-0.5	.	1	9	-19

5 records drawn at random from those above, as already listed:
Results follow in this order: UGM FP inh	MazEF act	BoNT-F LC inh	FBA Mtb inh	FadD28 FP inh	BioA inh	Rv3671c protease	GDH-TPI inh	PrPC TRFRET
Cc1cc(-c2csc(NC(=O)C3=COCCO3)n2)c(C)n1C
 : 2.0	-1	1	-1	-4.0	-0.1	1	14	1
Cc1c(C(=O)NCCC#N)sc(=O)n1Cc1ccccc1F
 : .	.	-2	-1	-5.1	2.6	.	-9	2
Cc1cccc2c1-c1sc(C(=O)Nc3cccnc3)cc1CO2
 : -2.4	-2	2	101*	-6.1	6.7	-32	-1	-13
Cc1cc(C(=O)CN2C(=O)C(=O)N(C3CCCC3)C2=O)c(C)n1CCc1ccc(F)cc1
 : .	-11	-8	4	-1.6	-1.8	-9	13	6
O=C(c1cc(F)c(F)cc1Cl)N1CCOCC1
 : 0.2	5	-26	-2	0.6	-1.8	-2	3	5

High-throughput results from PubChem.
